Assay outcomes from PubChem BioAssay.
GPR151 ag: activates the human receptor GPR151. activation, % at 11.2 µM. AID 1508602. Q8TDV0. 650,000 tested, 1% active. PathHunter beta-arrestin GPR151 cells, luminescence; in the data active means activation above about 4.9%;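 further: 0% = median of compound wells and 100% = cells with positive control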
Target sequence (Q8TDV0 whole entry, looked up): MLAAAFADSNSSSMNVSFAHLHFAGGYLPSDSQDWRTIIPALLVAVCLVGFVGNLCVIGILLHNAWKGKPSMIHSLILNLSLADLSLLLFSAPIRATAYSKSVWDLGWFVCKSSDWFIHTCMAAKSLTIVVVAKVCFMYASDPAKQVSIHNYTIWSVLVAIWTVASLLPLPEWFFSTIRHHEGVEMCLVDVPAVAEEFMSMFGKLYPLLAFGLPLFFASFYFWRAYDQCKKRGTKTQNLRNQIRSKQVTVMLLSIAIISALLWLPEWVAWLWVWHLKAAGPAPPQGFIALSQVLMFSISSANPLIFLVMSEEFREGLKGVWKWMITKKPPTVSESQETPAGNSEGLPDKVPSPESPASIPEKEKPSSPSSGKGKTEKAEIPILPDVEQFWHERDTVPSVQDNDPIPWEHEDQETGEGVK
FBW7 activator: human FBW7 E3 ligase activation, primary screen. Q969H0. AlphaScreen FBW7–phospho-cyclin E peptide binding, activator screen. normalized activity (activation), % at 26.1 µM. 650,000 tested, 0.13% active; in the data active means normalized activity above about 1.9%;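 further: purified mutant Fbw7 with reduced substrate affinity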
TEAD-YAP block: TEAD-YAP interaction inhibition. HEK-TIYL cells, TEAD-Gal4/YAP UAS-luciferase luminescence. inhibition, % at 9.12 µM. 640,000 tested, 1.4% active. AID 1259422; in the data active means inhibition above about 32%;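 further: 0% = median of test compound wells and 100% = reference inhibitor wells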
MITF inh: human MITF inhibition, primary screen. AlphaScreen MITF homodimerization, bead proximity signal. O75030. 650,000 tested, 0.91% active. inhibition, % at 2.6 µM; in the data active means inhibition above about 50%;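 further: 0% = vehicle wells with protein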
Target sequence (O75030 whole entry, looked up): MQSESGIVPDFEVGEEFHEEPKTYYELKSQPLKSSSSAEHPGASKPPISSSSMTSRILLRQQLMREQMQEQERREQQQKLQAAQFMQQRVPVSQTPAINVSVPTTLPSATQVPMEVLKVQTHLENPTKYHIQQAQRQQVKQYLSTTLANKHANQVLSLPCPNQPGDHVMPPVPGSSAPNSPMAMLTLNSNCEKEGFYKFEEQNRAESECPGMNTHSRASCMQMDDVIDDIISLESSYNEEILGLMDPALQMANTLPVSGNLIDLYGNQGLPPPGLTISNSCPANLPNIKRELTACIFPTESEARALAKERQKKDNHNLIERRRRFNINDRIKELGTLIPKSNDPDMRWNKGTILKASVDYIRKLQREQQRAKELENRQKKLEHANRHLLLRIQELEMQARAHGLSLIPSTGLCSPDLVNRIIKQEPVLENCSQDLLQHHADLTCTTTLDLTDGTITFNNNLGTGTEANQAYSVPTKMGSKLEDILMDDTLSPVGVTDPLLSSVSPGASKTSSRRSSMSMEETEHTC
* marks the source's active call; other numbers are inactive results; / = not tested or not shown.

Values run as follows: GPR151 ag	FBW7 activator	TEAD-YAP block	MITF inh
1	COc1ccc2oc(=O)c(-c3nnc(Nc4ccccc4C)s3)cc2c1
  1.6	-0.2	0.1	-4.3
2	COc1ccccc1C(=O)N(Cc1nc(-c2ccc(C)cc2)no1)C(C)C
  -0.2	0.3	1.4	19.6
3	COCCn1nnnc1C(c1ccc(OC)cc1OC)N1CCC(C(N)=O)CC1 (configuration not stated)
  -0.6	0.1	-5.9	14.1
4	CCOc1ccc(-n2c(SCC(=O)Nc3cccc(OC)c3)nc3c(sc(=S)n3-c3ccccc3C)c2=O)cc1
  -0.5	0.0	-5.0	-1.2
5	Cc1ccc(CO/N=C(\N)c2nonc2N)c(C)c1
  -4.5	-0.1	-86.3	-5.2
6	Cc1cccc(CN[C@H]2C[C@@H](C(=O)NCc3cccnc3)N(Cc3cccc(Cl)c3)C2)c1
  -0.8	-0.1	4.3	-14.7
7	OC(COCc1ccccc1)CN1CCCC1 (configuration not stated)
  0.2	0.2	3.9	17.4
8	COc1cc(NC(=O)C2CCCCC2)ccc1N1CCCCC1=O
  -0.5	-0.3	3.2	-1.8
9	C[C@@H]1NC(=O)[C@@H]2C[C@H](NCc3cccc4ncccc34)CN2C1=O
  -1.7	-0.2	1.5	-1.1
10	O=C(NCc1ccccn1)c1nnc(-c2cccnc2)o1
  -0.6	0.5	9.9	2.7
11	O=C(Nc1ccc2c(c1)C(=O)Nc1cc(Cl)ccc1O2)c1ccc(F)cc1
  -0.7	0.0	0.2	14.8
12	OCCC1CN(Cc2ccc(O)cc2)CCN1CC1CCCCC1 (configuration not stated)
  -2.5	-0.1	1.4	7.5
13	CSc1nnc2c(n1)OC(C)(C)Nc1ccccc1-2
  1.0	-0.1	1.9	-0.3
14	NC(=O)C1CCN(C(=O)c2ccc(Cl)cc2)CC1
  -0.8	0.1	3.9	-3.0
15	CCc1ccc(Nc2nc3ccccc3n3nnnc23)cc1
  2.3	-0.1	-21.1	-8.0
16	COc1ccc(/C=c2\sc3nc(-c4ccccc4)nn3c2=O)cc1OC
  1.5	-0.1	-1.9	-2.6
17	O=C1C=C(N2CCN(c3ccc([N+](=O)[O-])cc3)CC2)C2(CCCCC2)O1
  0.5	0.2	-10.1	1.6
18	Cc1cccc(NC(=O)COc2ccc(-c3nn(C)c(=O)c4ccccc34)cc2)c1
  0.5	-0.1	6.1	4.8
19	COc1ccc(F)cc1S(=O)(=O)Nc1ccc(C)cc1
  0.1	0.3	2.3	16.2
20	Cc1ccccc1/C=N/NC(=S)Nc1cccc(C(=O)O)c1
  2.4	0.2	3.8	15.6
21	COc1ccc(CCN2CCC3(CC2)OCc2cc(-c4cncnc4)ccc2O3)cc1OC
  -0.9	-0.1	-3.9	-3.0
22	COc1ccc(NC(=O)/C=C/C(=O)O)cc1
  -1.7	-0.1	-7.2	4.3
23	Cc1cc(I)ccc1NC(=O)C(C(F)(F)F)C(F)(F)F
  1.8	0.0	-1.8	10.0
24	COc1cc(Nc2nccn3c(-c4ccc(F)c(Cl)c4)cnc23)cc(OC)c1OC
  -0.7	-0.6	52.6*	21.6
25	COc1ccc2c(c1)COC1(CCN(C(=O)NCc3ccccc3)CC1)O2
  -1.1	-0.2	-5.3	-7.9
26	O=C(NC1CCCCCCC1)c1cc2ccccc2oc1=O
  -0.3	-0.1	-45.8	1.8
27	COc1ccc(-c2nnc(C3CCN(S(=O)(=O)c4cccc(C#N)c4)CC3)o2)cc1
  -0.9	-0.1	-6.4	-6.3
28	Cc1ccc(C(C)C)c(OCC(=O)Nc2ccccc2C)c1
  0.6	-0.1	7.6	7.3
29	CCn1c(SCC(=O)NNC(C)=O)nc2c1c(=O)n(C)c(=O)n2C
  -0.1	-0.1	-1.1	-14.8
30	CC(=O)c1c(C)oc2ccc(NS(=O)(=O)c3ccc(Cl)c([N+](=O)[O-])c3)cc12
  3.6	0.1	-2.7	0.6

The list goes on; it opens with the three that closed the last part.
Values run as follows: GPR151 ag	FBW7 activator	TEAD-YAP block	MITF inh
28	Cc1ccc(C(C)C)c(OCC(=O)Nc2ccccc2C)c1
  0.6	-0.1	7.6	7.3
29	CCn1c(SCC(=O)NNC(C)=O)nc2c1c(=O)n(C)c(=O)n2C
  -0.1	-0.1	-1.1	-14.8
30	CC(=O)c1c(C)oc2ccc(NS(=O)(=O)c3ccc(Cl)c([N+](=O)[O-])c3)cc12
  3.6	0.1	-2.7	0.6
31	CC(=O)NS(=O)(=O)c1ccc(NC(=O)COc2ccc(Cl)cc2Cl)cc1
  -0.4	-0.1	-7.6	-1.1
32	FC(F)(F)c1cccc(NC(=S)N(Cc2cccs2)C2CCCCC2)c1
  0.7	0.0	0.0	13.7
33	CC(C)(C)n1ncc2c(=O)n(Cc3ccccc3F)cnc21
  0.1	0.0	-4.0	8.2
34	O=C(NNC1CC(=O)N(c2ccc(Cl)cc2)C1=O)c1cccc(Br)c1 (configuration not stated)
  0.1	1.3	-11.0	22.5
35	COc1ccc(C(=O)Nc2cc([N+](=O)[O-])ccc2OC)cc1
  1.6	-0.1	0.8	-11.5
36	CCNc1nc(C(=O)Nc2ccc(NC(C)=O)cc2)cs1
  1.0	0.0	5.8	8.3
37	CCCCCC(=O)CC[C@@H]1[C@H](C/C=C\CCCC(=O)O)[C@@H](O)C[C@H]1O
  -0.6	/	/	-0.7
38	O=C(Cn1c(C(F)(F)F)nc2ccccc21)NNC(=O)c1cc(-c2ccccc2)n[nH]1
  -0.1	0.2	15.8	14.0
39	O=C(Nc1ccc(Br)cc1Cl)NN1CCOCC1
  2.0	-0.1	-34.5	-11.5
40	CCOC(=O)/C(=C/c1ccccc1[N+](=O)[O-])NC(=O)c1c(-c2ccccc2)noc1C
  0.6	-0.2	0.4	9.0
41	COc1ccc([C@@H]2C[C@H](C(=O)Nc3cccc(O)c3)N(C)S(=O)(=O)N2)cc1OC
  0.3	0.0	6.7	6.3
42	O=C1CCC(CCC(=O)N2CCC(c3ccccc3Cl)C2)(Cc2cccs2)N1 (configuration not stated)
  0.3	-0.2	5.5	3.7
43	CC(=O)Nc1ccc(NC(=O)C2CC(=O)N(c3ccc(Br)cc3)C2)cc1 (configuration not stated)
  8.5*	-0.1	-4.5	2.5
44	O=S1(=O)N=C(c2ccco2)Nc2ccccc21
  0.7	-0.1	-7.0	1.0
45	OCc1ccccc1-c1cnc2c(Nc3ccc(O)cc3)nccn12
  -2.8	0.3	-10.7	2.6
46	CC1=C(C(=O)OCC(C)C)C(c2cccc(O)c2)NC(=O)N1 (configuration not stated)
  0.5	-0.1	-9.8	5.8
47	CCCCC(=O)NC1(C(F)(F)F)C(=O)N(c2ccc(C)cc2)C(C)=C1C(C)=O (configuration not stated)
  0.8	-0.1	4.6	-14.7
48	Cc1c(C(=O)Nc2ccccc2C(F)(F)F)sc2ncnc(N(C)c3ccccc3)c12
  -1.5	0.7	-1.6	7.2
49	C/C(=N\N=C(/N)SC1CC(=O)N(c2ccc(C(=O)O)cc2)C1=O)c1ccc(F)cc1 (configuration not stated)
  3.3	-0.1	3.8	9.1
50	CCOc1cc(/C=C2/SC(=Nc3ccccc3)NC2=O)ccc1OC(=O)c1ccccc1
  0.3	0.0	7.7	-5.3
51	Cc1nn(-c2ccccc2)c(Cl)c1C(=O)Nc1ccccc1Cl
  0.0	0.0	-45.4	8.4
52	COc1ccc(-n2nnnc2SCC(=O)Nc2nnc(C)s2)cc1OC
  -1.0	0.7	-8.9	21.0
53	CCCCCn1c(SCc2cccc([N+](=O)[O-])c2)nc2cc(C(=O)N3CCCCC3)ccc2c1=O
  -0.2	-0.5	7.9	11.2
54	COc1cc(OC)c(OC)cc1/C=N/NC(=O)c1ccccn1
  -1.9	-0.1	-43.7	4.8
55	CCOC(=O)c1nnn(-c2nonc2N)c1CSc1nc2ccccc2nc1SCc1c(C(=O)OCC)nnn1-c1nonc1N
  -0.5	-0.4	-10.3	-4.6
56	COc1ccc(CCNc2nc(NC3CCN(Cc4ccccc4)CC3)nc3nc[nH]c23)cc1
  -1.2	0.5	-3.4	21.6
57	Cc1c(C(C)NC(=O)CCN2CCCO2)cnn1-c1cccc2ccccc12 (configuration not stated)
  0.1	-0.1	-3.6	-4.7
58	CSCCC(NC(=O)c1ccc(Cl)cc1)C(=O)OCC(=O)Nc1ccc(C#N)cc1 (configuration not stated)
  -1.3	0.0	18.5	10.6
59	COc1cccc(C(=O)Nc2ccc(-c3cnc(-c4ccc(NC(=O)c5cccc(OC)c5)cc4)nc3)cc2)c1
  -0.1	0.1	-19.2	10.3
60	Cc1ccc(C(=O)N/C(=C/c2ccccc2Cl)C(=O)Nc2cccc(C)c2)cc1
  -1.3	0.0	8.1	7.7
61	CCOc1ccccc1-n1c(=S)sc2c(=O)n(-c3ccccc3)c(SCC(=O)Nc3cc(C)[nH]n3)nc21
  0.2	0.4	10.5	4.9
62	CCCNc1nc(Nc2ccc(-n3ccnc3)cc2)nc2c1ncn2C(C)C
  -0.1	-0.3	-12.6	0.4
63	CC[C@H](CO)NCCN[C@H](CC)CO
  -2.4	0.0	/	14.6
64	CCOC(=O)N1CCN(C(=O)c2c[nH]c3ccc(S(=O)(=O)N(CC)c4ccc(F)cc4)cc3c2=O)CC1
  0.9	-0.1	10.2	1.1
65	Cc1ccc(NC(=O)c2cc(S(=O)(=O)N3CCN(C)CC3)ccc2F)cc1Cl
  -0.7	1.0	12.0	6.7
66	Cn1ncc2c(N3CCCc4ccccc43)ncnc21
  0.1	0.0	0.8	-4.6
67	O=C(c1ccc(F)cc1)N1CCN(c2ccccn2)CC1
  0.2	0.0	0.8	-5.6
68	COc1cc(CN2CCN(Cc3cccnc3)CC2)cc2c1OCO2
  -0.3	-0.1	3.1	67.6*
69	COc1ccc(NC(=O)Cn2nnc(-c3ccccc3NC(=O)c3ccccc3C)n2)cc1
  -0.4	0.0	6.5	13.8
70	Cc1ccc(C(=O)N/N=C\c2ccc(I)o2)cn1
  -1.0	-0.1	3.0	5.5
71	O=C(Nc1ccc(F)cc1)N1CCC2(CC1)OCc1cc(F)ccc1O2
  -0.6	0.9	1.9	0.1
72	O=C(Nc1ccccc1C(F)(F)F)C1CC(=O)N(c2ccc(Cl)cc2)C1 (configuration not stated)
  1.9	-0.1	-2.3	5.1
73	O=C(NCCc1ccccc1)c1ccc(OC2CCN(C(=O)C3=CCCC3)CC2)cc1
  2.2	-0.1	64.8*	-3.8
74	C[C@H]1NC(=O)[C@@H]2C[C@H](NC(=O)c3sccc3Cl)CN2C1=O
  1.0	-0.1	0.4	-2.6
75	O=C1CCCN1CCCNc1nc(NCc2cccnc2)c2[nH]cnc2n1
  -0.1	0.1	-5.4	0.5
76	Oc1ccc2ccccc2c1C=NCc1cn2ccsc2n1
  0.2	-0.3	14.0	2.1
77	CCc1ccc(-n2c(=S)sc3c(=O)n(-c4ccc(F)cc4)c(SCC#N)nc32)cc1
  0.8	0.0	-9.8	0.6
78	CC1(N=Cc2ccccc2O)CCS(=O)(=O)C1 (configuration not stated)
  -0.8	0.3	4.1	-14.9
79	O=C(Nc1ccc2c(c1)OCO2)c1nccnc1CO
  -7.8	-0.2	-45.6	-13.5
80	COc1cc(NC(=O)c2cccc(-n3cc(NC(=O)Nc4ccccc4Br)cn3)c2)cc(OC)c1OC
  -0.6	-0.1	23.5	-6.0
81	O=C(c1ccc(N2CCC3(CC2)OCCO3)c([N+](=O)[O-])c1)N1CCOCC1
  0.6	-0.1	-17.3	-11.8
82	Cc1ccc2nc(CN3CCC(N4CCSCC4)CC3)nc(N)c2c1
  -0.5	0.3	5.5	-29.4
83	O=C(CNc1cccc2ccccc12)N/N=C/c1ccccc1
  -0.4	0.0	-0.7	-0.2
84	Cc1cn2c(nc1=O)OC1CC2OC1CO (configuration not stated)
  -0.7	0.1	-14.8	-5.2
85	CC(C)CC1NC(=O)N(CC(=O)Nc2cccc(Cl)c2)C1=O (configuration not stated)
  -1.3	-0.1	4.3	-0.2
86	CCCc1ccc2c(N)c(C(=O)Nc3nc(C(F)(F)F)ccc3Cl)sc2n1
  3.5	-0.1	-8.9	0.5
87	CN(C)c1ccc(/C=C(\NC(=O)c2ccccc2F)C(=O)Nc2cccc(F)c2)cc1
  0.3	0.0	8.5	-5.8
88	CCOC(=O)N1CCN(S(=O)(=O)c2ccc(C(=O)Nc3cccc(C)n3)cc2)CC1
  -0.2	-0.1	13.1	4.1
89	O=C(Nc1cccnc1)C1CC(c2ccc(F)cc2)=NO1 (configuration not stated)
  0.7	0.1	-15.1	0.3
90	Cc1nn(CC(=O)NC(C)c2ccc3c(c2)OCCO3)c(=O)c2cccn12 (configuration not stated)
  -0.1	-0.1	-0.4	2.9

Hits appear at their usual frequency. Share with any hit: about 3.4%.
